From PubChem BioAssay
A-T KAP1 phos – candidate therapy for ataxia-telangiectasia. […] A-T fibroblasts, KAP-1 phosphorylation AlphaLISA; neocarzinostatin DNA damage 30 min before lysis. Potency, µM (highest dose often 57.5 µM), for the others: at the highest dose activation, hits mostly activators. 320,000 tested, 0.19% active; further: potency means the concentration at half of the fitted maximal effect; % of control where 0% means no effect; nearly all actives have a fitted effect of over 45% in size
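hTERT-immortalized A-T patient fibroblasts ([…]), 500 cells/well in OPTI-MEM, 1% FBS, got compounds for 60 min, then NCS for 30 min at 37C. Lysates were then assayed for phospho-KAP-1 by AlphaLISA (anti-pKAP1 donor, anti-KAP1 acceptor beads), 6 hr at 25C.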
hERG WT inh – blocks the wildtype human KCNH2 potassium channel. U2OS, BacMam KCNH2, thallium flux FluxOr; active compounds read low. activity change, % at 1.84 µM. 340,000 tested, 0.37% active. AID 720551;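 active means maximum activity change below -70%; inconclusive means maximum activity change between -70% and -50%; inactive means maximum activity change above -50%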; further: on the % scale 0 is the no-effect control and ±100 the full control effect
Target sequence (Q12809 whole entry, looked up): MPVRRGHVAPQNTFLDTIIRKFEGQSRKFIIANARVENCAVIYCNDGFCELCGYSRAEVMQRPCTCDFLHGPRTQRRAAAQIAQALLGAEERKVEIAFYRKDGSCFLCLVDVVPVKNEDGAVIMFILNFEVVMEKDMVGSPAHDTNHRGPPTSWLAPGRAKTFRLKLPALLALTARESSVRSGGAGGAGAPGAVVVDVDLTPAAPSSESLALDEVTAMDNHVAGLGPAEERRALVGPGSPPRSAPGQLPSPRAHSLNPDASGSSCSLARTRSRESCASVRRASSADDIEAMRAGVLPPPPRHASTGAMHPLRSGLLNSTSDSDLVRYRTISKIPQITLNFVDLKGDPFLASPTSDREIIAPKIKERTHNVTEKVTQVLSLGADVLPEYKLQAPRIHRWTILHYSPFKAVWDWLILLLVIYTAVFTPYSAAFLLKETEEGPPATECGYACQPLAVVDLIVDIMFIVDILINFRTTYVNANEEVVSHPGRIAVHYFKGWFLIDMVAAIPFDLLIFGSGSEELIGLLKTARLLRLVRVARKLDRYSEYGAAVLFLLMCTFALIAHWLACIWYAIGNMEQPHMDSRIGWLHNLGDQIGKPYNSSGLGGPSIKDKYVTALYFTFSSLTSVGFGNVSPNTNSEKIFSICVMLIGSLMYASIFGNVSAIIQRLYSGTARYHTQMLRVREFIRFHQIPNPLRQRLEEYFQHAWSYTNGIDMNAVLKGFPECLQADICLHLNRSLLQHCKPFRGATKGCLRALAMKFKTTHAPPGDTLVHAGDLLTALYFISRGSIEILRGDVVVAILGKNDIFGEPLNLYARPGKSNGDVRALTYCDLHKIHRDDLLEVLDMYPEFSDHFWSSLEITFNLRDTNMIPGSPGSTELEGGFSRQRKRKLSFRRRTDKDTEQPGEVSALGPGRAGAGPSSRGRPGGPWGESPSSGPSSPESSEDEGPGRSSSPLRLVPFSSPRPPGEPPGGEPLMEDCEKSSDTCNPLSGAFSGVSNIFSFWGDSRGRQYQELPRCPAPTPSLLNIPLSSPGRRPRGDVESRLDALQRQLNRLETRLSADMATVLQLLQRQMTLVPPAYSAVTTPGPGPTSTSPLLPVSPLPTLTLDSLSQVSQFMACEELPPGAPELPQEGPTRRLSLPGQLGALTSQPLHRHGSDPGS
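U2OS cells transduced with wild-type KCNH2 virus are loaded with FluxOr dye for 45 min, and thallium flux is measured in kinetic reads before and after stimulation buffer. Rate constants are normalized to DMSO controls.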
Tb PFK inh – T. brucei PFK enzyme inhibition; 330,000 tested, 0.17% active; O15648; T. brucei PFK, ADP-Glo luminescence; AID 485367; Potency, µM (doses to about 57.5 µM), for the others: top-dose activity, negative = inhibition, actives largely listed as inhibitors;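 further: potency means the concentration at half of the fitted maximal effect; 0% = uninhibited 1x PFK enzyme wells and -100% = no-enzyme wells; nearly all actives have a fitted effect of over 60% in size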
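PFK 1.25 nM, F6P 0.5 mM, ATP 0.1 mM, 0.1 M TEA pH 8.0, 5 mM MgCl2, 0.01% Tween20, 0.1% BSA; 45 min RT. ADP-Glo readout. qHTS titration up to 57 uM; curves fitted, compounds curve-classed.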
Chronic BCR inh – blocks chronic active B-cell receptor signaling; ABC-DLBCL IkBa-CBG/CBR reporter, luminescence ratio, 4 h; Potency, µM (top dose mostly 46.1 µM), without a hit: top-dose ratio change, negative = lower green/red ratio, actives largely listed as inhibitors; 340,000 tested, 0.05% active; AID 493014; active means well fitted inhibition curve with a large enough effect in the signal ratio, with a control signal flat, not every such curve was filed as active; inconclusive means small, poorly fitted or top-dose-only effect, or effect the other way, or a change in a side signal; the % refers to the signal ratio;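 further: potency means the concentration at half of the fitted maximal effect; plate controls were basal doxycycline-induced cells for no effect and cells given 10 µM MG132 for full effect; MG132 reads +100%, hits lower the ratio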
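Cell line TMD8 (human ABC DLBCL), stably expressing tet-inducible CBG68-IkBa fusion and CBR; IMDM/0.5% FBS; cpd up to 46 uM; dox induction, 4 h, 37C/5% CO2; dual luminescence; green/red ratio; MG132 control.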
Giardia kill – Giardia lamblia killing. 340,000 tested, 0.15% active. Giardia lamblia trophozoite viability. activity change, % at 7.66 µM, hits read low; in the data active means activity change below about -80%; inconclusive means between about -30% and that limit;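 further: parasites exposed to compound for two days anaerobically before the ATP read; on the % scale 0 is the no-effect control and ±100 the full control effect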
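ATP-content bioluminescence gauges trophozoite survival. Cells (100/well) receive compound and incubate anaerobically for 48 hrs at 37 deg C; detection reagent follows for 15-30 min at room temperature.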
Coupling enz – counter-screen for Giardia aldolase inhibitors: coupling enzyme system. coupling enzyme system counterscreen, AmpLite Red fluorescence. activity change, negative = inhibition, % at 58.2 µM, hits read low. 290,000 tested, 0.67% active. AID 2472; in the data active means activity change below about -30%; further: on the % scale 0 is the no-effect control and ±100 the full control effect
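Coupling enzymes only (glyceraldehyde-3-phosphate) + compound, at 57.5 uM final, 10 min RT; add substrate/coupling/AmpLite Red mix, 20 min RT; fluorescence ex 525/em 598 nm. Actives flag coupling-system interference.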
MLL CXXC-DNA inh – MLL CXXC-DNA interaction inhibition; 290,000 tested, 0.037% active; Q03164; AID 2662; Potency, µM (doses to about 115 µM), for the others: at the top dose activity change, negative = inhibition, most hits filed as inhibitors; MLL-CXXC / FITC-HOXA9 DNA fluorescence polarization; active means well fitted inhibition curve with a large enough effect in the polarisation, with a control signal flat, not every such curve was filed as active; inconclusive means small, poorly fitted or top-dose-only effect, or effect the other way, or a change in a side signal; inactive means no such curve, though single readings can be large or run the other way; the % refers to the polarisation; further: potency means the concentration at half of the fitted maximal effect
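Fluorescence polarization: 7 uM MLL-CXXC (stock) preincubated 5 min with compounds, then 50 nM fluorescein-HOX-A9 DNA (stock) added; 30 min ambient. Buffer 50 mM Tris-HCl pH 7.5, 50 mM NaCl, 1 mM DTT, 0.05% BSA.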
GALK inh – galactokinase (human) inhibition; Purified GALK, Kinase-Glo residual ATP luminescence; AID 1868; 270,000 tested, 0.007% active; P51570; Potency, µM (doses to about 57.5 µM), inactives show top-dose activity change, negative = inhibition, most hits filed as inhibitors; further: potency means the concentration at half of the fitted maximal effect; on the % scale 0 is the no-effect control and ±100 the full control effect
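5 nM enzyme, 35 uM ATP, 100 uM galactose, 20 mM HEPES pH8.0, 5 mM MgCl2; 1 h RT; residual ATP by Kinase-Glo Plus luminescence, qHTS format.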
TSHR antag – antagonists of human thyroid stimulating hormone receptor; P16473; TSHR-expressing cells, TSH-stimulated cAMP HTRF, 2 h; active compounds read low; activity change, negative = inhibition, % at 11.5 µM; 330,000 tested, 0.2% active; AID 504810;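 active means activity change below a set negative limit, meaning inhibition stronger than a set level, cut at about -70% in these data; inconclusive means activity change between two set negative limits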; further: on the % scale 0 is the no-effect control and ±100 the full control effect
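Freshly harvested TSHR cells receive pin-tooled compound, then EC80 TSH at 4nM final. After 2 hours at 37 deg C, antibody in lysis buffer and cAMP-d2 are added; 30 minutes at ambient temperature precede the HTRF read.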
TCR act – activators of T cell receptors; 330,000 tested, under 10 active; Potency, µM (doses to about 9.22 µM), for inactives: at the top dose activation of IL-2 secretion, hits mostly activators; primary human leukocytes, anti-CD3, IL-2 HTRF, 48 h; further: % of control where 0% means no effect
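1) Mix primary human leukocytes, a-CD3 beads and compound. 2) Incubate 48 hr. 3) Add HTRF IL-2 reagents (a-IL-2-K, a-IL-2-d2).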
Numbers without * were called inactive; u = inconclusive; x = not tested or not shown; & = joins results of further samples; [ ] = dose if it differs, or a comment. Unless noted, the call rests on the fitted dose curve; in most records, active means well fitted curve in the direction sought with a large enough effect; inconclusive means small, poorly fitted or top-dose-only effect, or another doubt; inactive means no such curve, though single readings can be large; an effect the other way counts as inactive or inconclusive.

Below each compound – A-T KAP1 phos | hERG WT inh | Tb PFK inh | Chronic BCR inh | Giardia kill | Coupling enz | MLL CXXC-DNA inh | GALK inh | TSHR antag | TCR act
1	O=C(O)CCCN1C(=O)C(=O)/C(=C(/O)c2ccccc2)C1/C=C/c1ccccc1 (stereo not given)
→ 5%[11.5 µM] | -20 | -7% | 1% | 1 | 7 | -4% | 3% | 2 | -3%
2	Cc1ccc(S(=O)(=O)N2CCCCC2)cc1NC(=O)Nc1ccc(Cl)cc1Cl
→ -4% | -4 | 5% | 3% | -16 | 0 | 0% | 1% | 2 | -7%
3	O=C(NCc1ccccc1)C1(C(F)(F)F)C/C(=C\CCO)CCCO1 (stereo not given)
→ x | -2 | x | x | 2&5 | 6 | x | x | x | -6%
4	Cc1ccc(-c2nn(-c3ccccc3)cc2/C=N/NS(=O)(=O)c2ccccc2)cc1
→ 10% | 5 | 5% | u | -13 | -2 | 6% | x | 9 | -1%
5	Cc1ccccc1-c1ccccc1N
→ 7% | -6 | 1% | 0% | 6 | 0 | 3% | 0% | 3 | -1%[46.1 µM]
6	COc1ccc(OC)c(/C=C/c2ccc3cccc(O)c3n2)c1
→ 8% | x | 4% | 11µM* | x | -7 | u | 2% | -12 | x
7	Cc1ccc(NC(=O)CSCC(=O)Nc2ccc(S(=O)(=O)N3CCCC3)cc2)cc1
→ -3% | -3 | 14% | -9% | -12 | x | x | x | 1 | -5%
8	Cc1ccc2c(CN(C)Cc3ccc(Cl)cc3Cl)cc(=O)oc2c1
→ 13% | 16 | -1% | u | 8 | 4 | 7% | -2% | -9 | 4%
9	CCCn1c(N)c(C(=O)COc2ccc(Br)cc2F)c(=O)n(C)c1=O
→ 0% | 0 | u | 6% | -7 | -2 | -7% | 0% | -8 | -2%
10	COc1ccc(C(=O)/C=C/N(C)C)cc1OC
→ 1% | 3 | 1% | u | -4 | 1 | 1% | -1% | 1 | 2%
11	Cc1ccc(C(=O)N/C(=C\c2cccs2)C(=O)NCCc2c[nH]c3ccccc23)cc1
→ 0% | 7 | 6% | -15% | 1 | 2 | 12% | 0% | -11 | 0%[46.1 µM]
12	CN(CC(=O)NCCCN1CCOCC1)S(=O)(=O)c1ccc(Cl)cc1
→ 15% | -4 | 6% | 2% | -25 | x | x | x | -11 | 4%
13	Cc1ccccc1OCC(=O)NNC(=O)c1ccc(-c2ccccc2)cc1
→ -2% | -6 | 1% | u | 10 | 4 | 32%[activator] | 0% | -5 | -1%
14	CC(=O)N1CCCc2cc(S(=O)(=O)N3CCCC(C(=O)Nc4ccc(C)cc4C)C3)ccc21 (stereo not given)
→ -4% | -5 | 0% | -11% | -8 | x | -4% | -1% | -2 | 3%
15	CC(=O)Nc1cccc(C(=O)OCC(=O)NCc2cc(C)c(O)c(C)c2)c1
→ 4% | 7 | 4% | u | 8 | x | x | x | -6 | -2%

Some of these compounds in order of molar mass, high to low.
Below each compound – A-T KAP1 phos | hERG WT inh | Tb PFK inh | Chronic BCR inh | Giardia kill | Coupling enz | MLL CXXC-DNA inh | GALK inh | TSHR antag | TCR act
14	CC(=O)N1CCCc2cc(S(=O)(=O)N3CCCC(C(=O)Nc4ccc(C)cc4C)C3)ccc21 (stereo not given)
→ -4% | -5 | 0% | -11% | -8 | x | -4% | -1% | -2 | 3%
7	Cc1ccc(NC(=O)CSCC(=O)Nc2ccc(S(=O)(=O)N3CCCC3)cc2)cc1
→ -3% | -3 | 14% | -9% | -12 | x | x | x | 1 | -5%
11	Cc1ccc(C(=O)N/C(=C\c2cccs2)C(=O)NCCc2c[nH]c3ccccc23)cc1
→ 0% | 7 | 6% | -15% | 1 | 2 | 12% | 0% | -11 | 0%[46.1 µM]
1	O=C(O)CCCN1C(=O)C(=O)/C(=C(/O)c2ccccc2)C1/C=C/c1ccccc1 (stereo not given)
→ 5%[11.5 µM] | -20 | -7% | 1% | 1 | 7 | -4% | 3% | 2 | -3%
12	CN(CC(=O)NCCCN1CCOCC1)S(=O)(=O)c1ccc(Cl)cc1
→ 15% | -4 | 6% | 2% | -25 | x | x | x | -11 | 4%
15	CC(=O)Nc1cccc(C(=O)OCC(=O)NCc2cc(C)c(O)c(C)c2)c1
→ 4% | 7 | 4% | u | 8 | x | x | x | -6 | -2%
8	Cc1ccc2c(CN(C)Cc3ccc(Cl)cc3Cl)cc(=O)oc2c1
→ 13% | 16 | -1% | u | 8 | 4 | 7% | -2% | -9 | 4%
3	O=C(NCc1ccccc1)C1(C(F)(F)F)C/C(=C\CCO)CCCO1 (stereo not given)
→ x | -2 | x | x | 2&5 | 6 | x | x | x | -6%
6	COc1ccc(OC)c(/C=C/c2ccc3cccc(O)c3n2)c1
→ 8% | x | 4% | 11µM* | x | -7 | u | 2% | -12 | x
5	Cc1ccccc1-c1ccccc1N
→ 7% | -6 | 1% | 0% | 6 | 0 | 3% | 0% | 3 | -1%[46.1 µM]

A second format for some results above:
| no. | Structure | A-T KAP1 phos | hERG WT inh | Tb PFK inh | Chronic BCR inh | Giardia kill | Coupling enz | MLL CXXC-DNA inh | GALK inh | TSHR antag | TCR act |
| --- | --- | --- | --- | --- | --- | --- | --- | --- | --- | --- | --- |
| 2 | Cc1ccc(S(=O)(=O)N2CCCCC2)cc1NC(=O)Nc1ccc(Cl)cc1Cl | -4% | -4 | 5% | 3% | -16 | 0 | 0% | 1% | 2 | -7% |
| 3 | O=C(NCc1ccccc1)C1(C(F)(F)F)C/C(=C\CCO)CCCO1 (stereo not given) | x | -2 | x | x | 2&5 | 6 | x | x | x | -6% |

Additional results.
Below each compound – A-T KAP1 phos | hERG WT inh | Tb PFK inh | Chronic BCR inh | Giardia kill | Coupling enz | MLL CXXC-DNA inh | GALK inh | TSHR antag | TCR act
16	N#Cc1ccsc1NC(=O)c1cccc(-n2cnnn2)c1
→ 7% | -17 | -2% | 6% | -6 | 1 | 13% | 6% | 8 | 5%
17	CCS(=O)(=O)c1nc(S(=O)(=O)c2ccc(C)cc2)c(N2CCC3(CC2)OCCO3)s1
→ 2% | -1 | 0% | u | -24 | x | -2% | -6% | -1 | 0%
18	O=C(CO/N=C/c1ccccc1OC(F)F)N1CCc2ccccc21
→ 3% | -2 | 2% | 1% | 7 | 1 | 8% | 1% | 5 | 0%[46.1 µM]
19	COc1cc(NC(=O)C2CCC(CNc3c(N4CCCCC4)c(=O)c3=O)CC2)cc(OC)c1 (stereo not given)
→ 10% | -6 | 1% | u | -15 | 1 | 15% | 0% | -8 | 1%
20	O=S(=O)(NC1CCCCC1N1CCC(O)CC1)c1ccc(Cl)cc1 (stereo not given)
→ 7% | -3 | -5% | u | 22 | 2 | 5% | 0% | -6 | -2%
21	COC(=O)c1ccccc1NC(=S)N(Cc1ccc2c(c1)OCO2)Cc1cc2cccc(C)c2[nH]c1=O
→ 1% | -13 | -16% | u | -2 | 3 | 15% | 0% | -7 | 6%[46.1 µM]
22	CCc1nnc(NC(=O)[C@@H](NC(=O)c2cc(OC)cc(OC)c2)C(C)C)s1
→ 10% | -27 | 0% | -13% | 12 | 1 | 2% | 8% | 0 | 8%
23	CCCN(CC(=O)Nc1ccc(F)c(F)c1F)C(=O)C1CC(=O)N(Cc2ccccc2)C1 (stereo not given)
→ -3% | -8 | 2% | 15% | 10 | x | x | x | 5 | -1%
